PriA SSB inh: inhibitors of Klebsiella pneumoniae PriA binding to SSB C-terminal tail | AlphaScreen SSBct-PriA binding, biotinylated peptide | inhibition, % at 33 µM | 430,000 tested, 0.6% active | AID 1272365; in the data active means inhibition mostly above about 37%, no sharp cut-off; inactive means mostly below about 20%;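 further: plate controls were negative control peptide for no effect and reference peptide for full effect; strong numbers were not always called active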
Starred values were filed as active, the others as inactive; & = joins results of further samples.

Screening COCCNc1nc(SC)nc2c1cnn2CCNC(=O)C12CC3CC(CC(C3)C1)C2 returned PriA SSB inh 4.0.
Screening Nc1nc(SCC(=O)NCc2ccc3c(c2)OCO3)[nH]c(=O)c1NC(=O)c1ccccc1F returned PriA SSB inh -16.0.
For O=C(c1ccc(F)cc1F)N1CCN(c2ccc3nncn3n2)CC1 the results were PriA SSB inh -4.0.
CCOc1ccc2ccccc2c1C=NNC(=O)CNC(=O)c1ccccc1F was read as PriA SSB inh -14.4.
Screening COc1ccc(N2CCN(CCNC(=O)c3ccco3)CC2)cc1 returned PriA SSB inh -14.0.
Screening O=C(NCC1CCCO1)C(=O)NN=Cc1ccccc1C(=O)O (stereo not drawn) returned PriA SSB inh -4.0.
For COc1ccc(Cl)cc1S(=O)(=O)Nc1ccc(CC(=O)N2CCOCC2)cc1 the results were PriA SSB inh -7.0.
For O=Cc1nc2ccccc2c2ncccc12 the results were PriA SSB inh -2.0.
COC(CNC(=O)c1ccsc1)c1ccco1 (stereo not drawn) was read as PriA SSB inh 17.0.
`CC(C)(C)OC(=O)N1CCC2(CC1)N=C(c1cccs1)C(=O)N2` gave PriA SSB inh -16.0.
`CC(=NNc1cccc([N+](=O)[O-])c1)c1cc2ccccc2o1` gave PriA SSB inh -2.6.
For O=C(COc1ccc(Cl)cc1)NNC(=O)c1ccc(=O)n(Cc2ccc(Cl)cc2)c1 the results were PriA SSB inh -8.0.
CCCCc1ccc(NC(=O)c2cc(=O)c(OCc3ccccc3)cn2C)cc1 was read as PriA SSB inh -18.0.
`Cc1ccc(Cc2nnc(NC(=O)c3ccc(C(F)(F)F)cc3)o2)cc1` gave PriA SSB inh -2.0&11.0.
`COc1ccc(OC)c(-c2n[nH]c(=S)o2)c1` gave PriA SSB inh 7.0.

Random excerpt: 3 entries already listed
`CC(C)(C)OC(=O)N1CCC2(CC1)N=C(c1cccs1)C(=O)N2` gave PriA SSB inh -16.0.
CCCCc1ccc(NC(=O)c2cc(=O)c(OCc3ccccc3)cn2C)cc1 was read as PriA SSB inh -18.0.
For O=C(COc1ccc(Cl)cc1)NNC(=O)c1ccc(=O)n(Cc2ccc(Cl)cc2)c1 the results were PriA SSB inh -8.0.

Next records:
For O=C(c1nnn(Cc2ccccc2)c1-n1cccc1)N1CCc2ccccc21 the results were PriA SSB inh -14.0.
COc1ccc(OC)c(C=Nn2c(-c3n[nH]c4c3CCC4)n[nH]c2=S)c1 was read as PriA SSB inh -6.7.
O=C(Nc1ccccc1F)Nc1ccccc1Cc1nc(-c2cccs2)no1 was read as PriA SSB inh 0.0.
For CC1CCN(CC(=O)Nc2sc(-c3ccccc3)cc2C(N)=O)CC1 the results were PriA SSB inh 22.0.
`COCCOC(=O)c1c(C)oc2ccc(OCc3ccc(-c4cnc(-c5ccccc5)o4)cc3)cc12` gave PriA SSB inh -12.0.
For O=C(Cc1cccs1)N1CCc2ncncc2C1 the results were PriA SSB inh -6.0.
CS(=O)(=O)c1ccc(C(=O)Nc2nc(-c3cc(Cl)ccc3Cl)cs2)cc1 was read as PriA SSB inh -5.0.
Screening CN(C)S(=O)(=O)c1ccc(C(=O)Nc2ccn3nccc3c2)cc1 returned PriA SSB inh 6.0.
`Cc1nc(C)c(C(=O)Nc2nc3c(s2)C(=O)NCCC3)s1` gave PriA SSB inh -12.0.
`Cc1cc(-c2nnc(NC(=O)CCCS(=O)(=O)c3ccc(F)cc3)o2)nn1C` gave PriA SSB inh -8.0.
`CCS(=O)(=O)c1cccc(C(=O)Nc2nnc(C3=COCCO3)o2)c1` gave PriA SSB inh 11.0.
O=C(Nc1nc2c(s1)COCC2)c1ccc(=O)[nH]c1 was read as PriA SSB inh -15.0.
Screening COc1cc(C=NNc2nc3ccccc3s2)cc([N+](=O)[O-])c1O returned PriA SSB inh -3.7.
COCC(=O)N1CCC(Oc2cccnc2)CC1 was read as PriA SSB inh -4.0.
Screening COc1ccc(-c2ccc(NC(=O)COc3ccc(C(=O)c4ccccc4)cc3)cc2)nn1 returned PriA SSB inh -12.0.
Cn1c(=O)c2c(nc(NN=Cc3c(O)n(C4CCCCC4)c(=S)[nH]c3=O)n2C)n(C)c1=O was read as PriA SSB inh -9.5.
Cc1cc(NC(=O)C(C)(C)Oc2ccc(Cl)cc2)nc2c1c(=O)oc1ccccc12 was read as PriA SSB inh -5.0.
`Cc1ccc(-n2cc(C(=O)N3CCSCC3)nn2)cc1C` gave PriA SSB inh -20.0.
`CC(C)(C)C(=O)NCCn1ccnc1-c1cccnc1` gave PriA SSB inh -7.0.
`O=C(NCc1ccc(Cl)cc1)N1CCC(c2nnc(C3CC3)s2)CC1` gave PriA SSB inh -2.0.
Screening Cc1csc2n1c(C(=O)c1ccc(Cl)cc1)c(C)[n+]2-c1ccccc1 returned PriA SSB inh 18.0.
For CC(C)Oc1ccc(C(F)(F)F)cc1N the results were PriA SSB inh -9.0.
Cc1ccc(CSCC(=O)NN=Cc2sccc2C)cc1 was read as PriA SSB inh 3.0.
`COc1ccc(Cl)cc1C(=O)N1CCN(c2cc(Oc3ccccc3)nc(C)n2)CC1` gave PriA SSB inh -22.0.
Screening Cc1[nH]c(=O)n(C)c(=O)c1CCc1nnc(SCC(=O)NCc2ccc(F)cc2)o1 returned PriA SSB inh -1.0.
O=C(Cc1n[nH]c(=O)[nH]c1=O)NN=Cc1ccccc1 was read as PriA SSB inh -9.7.
`COc1ccc(-c2cnc(S(=O)CC(=O)NCCc3ccccc3)n2C)cc1` (stereo not drawn) gave PriA SSB inh -3.0.
`Cc1ccc(C)c(Cn2ccn(-c3ccc(Cl)cc3)c(=O)c2=O)c1` gave PriA SSB inh -2.0.
`CN1CCN(C(=O)CC2CSc3nc4c(c(=O)n32)CCCC4)CC1` (stereo not drawn) gave PriA SSB inh -2.0.
Screening CCN(CC)CCCC(=NO)C(O)(c1ccccc1)c1ccccc1 returned PriA SSB inh -9.3.
For Cc1cc[n+](-c2[nH]c(=O)sc2C=NN=C([O-])CCn2c3ccccc3c3ccccc32)cc1 the results were PriA SSB inh 2.2.
`Cc1cc(C)nc(SCNC(=O)c2cccs2)n1` gave PriA SSB inh -6.0&5.0.
Screening COC(=O)c1ccc(CN2CCC(COCc3ccc(F)cc3)CC2)o1 returned PriA SSB inh 5.0.
NC(=O)c1ccc(NC(=O)CCn2c(=O)oc3ccc(Cl)cc32)cc1 was read as PriA SSB inh -13.0.
`COc1cc(C(=O)N2CCN(Cc3nc(C(C)(C)C)cs3)CC2)cc(OC)c1OC` gave PriA SSB inh 1.0.
COc1ccc(CCC(=O)Nc2nc(CN3CCc4ccccc4C3)cs2)cc1 was read as PriA SSB inh 4.0.
Cc1ccc(NC(=O)Cn2cncc(C)c2=O)cc1C was read as PriA SSB inh -13.0.
For O=S(=O)(NCCCCCCNS(=O)(=O)c1ccc(F)cc1)c1ccc(F)cc1 the results were PriA SSB inh -18.0&8.0.
Screening CSc1nc(N2CCOCC2)c2cnn(CCNC(=O)CC3CCCC3)c2n1 returned PriA SSB inh 0.0.
Screening CCCCCn1c(NS(=O)(=O)c2ccc(Cl)cc2)c(S(=O)(=O)c2ccccc2)c2nc3ccccc3nc21 returned PriA SSB inh 48.9.
Screening Cc1ccc(-n2c(Cc3cccn3C)nnc2SCC(=O)Nc2nc(C)cs2)cc1 returned PriA SSB inh 16.0.
For C=C1C2(C(=O)Nc3cccc(Cl)c3)CCC(C2)C1(C)C (stereo not drawn) the results were PriA SSB inh -32.0&-10.0.
N#Cc1ccsc1NC(=O)c1ccc(-c2ccccc2)cc1 was read as PriA SSB inh -15.0&-11.0.
`Cc1ccc(C(=NNc2nc3ccccc3s2)C2=C(O)c3ccccc3C2=O)cc1` gave PriA SSB inh -2.5.
`Cc1cc(F)ccc1S(=O)(=O)NCC(c1ccsc1)N1CCc2ccccc2C1` (stereo not drawn) gave PriA SSB inh 4.0.

The list goes on; it opens with the seven that closed the last part.
Screening CSc1nc(N2CCOCC2)c2cnn(CCNC(=O)CC3CCCC3)c2n1 returned PriA SSB inh 0.0.
Screening CCCCCn1c(NS(=O)(=O)c2ccc(Cl)cc2)c(S(=O)(=O)c2ccccc2)c2nc3ccccc3nc21 returned PriA SSB inh 48.9.
Screening Cc1ccc(-n2c(Cc3cccn3C)nnc2SCC(=O)Nc2nc(C)cs2)cc1 returned PriA SSB inh 16.0.
For C=C1C2(C(=O)Nc3cccc(Cl)c3)CCC(C2)C1(C)C (stereo not drawn) the results were PriA SSB inh -32.0&-10.0.
N#Cc1ccsc1NC(=O)c1ccc(-c2ccccc2)cc1 was read as PriA SSB inh -15.0&-11.0.
`Cc1ccc(C(=NNc2nc3ccccc3s2)C2=C(O)c3ccccc3C2=O)cc1` gave PriA SSB inh -2.5.
`Cc1cc(F)ccc1S(=O)(=O)NCC(c1ccsc1)N1CCc2ccccc2C1` (stereo not drawn) gave PriA SSB inh 4.0.
`Cc1cc([C@@H](O)CCNS(=O)(=O)/C=C/c2ccccc2)c(C)o1` gave PriA SSB inh 3.0.
Screening CSc1ccccc1C(=O)N(Cc1cccn1C)C1CC1 returned PriA SSB inh -2.0.
Cc1cc(C(=O)N(CCCN2CCOCC2)c2nc3c(F)cc(F)cc3s2)on1 was read as PriA SSB inh 9.0.
`Cc1ccc(C(=O)NC2CC3CCC(C2)N3S(C)(=O)=O)cc1F` (stereo not drawn) gave PriA SSB inh -1.0.
`CN(CC1CCCO1)S(=O)(=O)c1ccc(C(=O)Nc2nc(-c3ccncc3)cs2)cc1` (stereo not drawn) gave PriA SSB inh 4.4.
`COc1ccc(CCNC(=O)CSc2nc(-c3ccccc3F)nc3c2c(=O)n(C)c(=O)n3C)cc1OC` gave PriA SSB inh -12.0.
Screening CCOc1ccc(-c2cc3c(=O)n(CC(=O)Nc4ccc(C)c(F)c4)ncn3n2)cc1 returned PriA SSB inh -10.0.
Screening Cc1ccc(C=NNC(=O)C2COc3cc4ccccc4cc3O2)o1 (stereo not drawn) returned PriA SSB inh 7.0.
Screening CCOc1ccc(C(=O)NCc2cc(-c3ccc(F)cc3F)on2)cc1OCC returned PriA SSB inh -16.0.
For Cc1cc(=O)n2c(n1)SC[C@@H]2CC(=O)Nc1ccccc1-c1ccc(=O)[nH]n1 the results were PriA SSB inh -19.0.
For Nc1nc(SCCN2CCOCC2)[nH]c(=O)c1NC(=O)c1ccccc1F the results were PriA SSB inh -5.0.
`O=C(Cc1ccc(-c2ccccc2)cc1)NCC1(O)CCOCC1` gave PriA SSB inh -17.0.
`COc1cccc(C=NNC(=O)CNC(=O)c2ccncc2)c1O` gave PriA SSB inh -8.8.
Screening Cc1csc(C(=O)Nc2sccc2-c2nc(C3CC3)no2)c1 returned PriA SSB inh -13.0.
For O=C(O)C1CCN(S(=O)(=O)c2ccc(F)cc2)CC1 the results were PriA SSB inh -3.0.
Cc1ccc2nc(-c3ccccc3)c(=O)n(C)c2c1 was read as PriA SSB inh 1.0.
COc1ccc2sc(Nc3nc(-c4cc(Cl)sc4Cl)cs3)nc2c1 was read as PriA SSB inh -13.0&1.0.
For COc1ccccc1/C=C/C=NNC(=O)c1ccncc1 the results were PriA SSB inh 2.1.
`CSCCC(C)(O)CNC(=O)C1CC(=O)N(c2ccc(C)c(C)c2)C1` (stereo not drawn) gave PriA SSB inh 6.0.
For C#CCn1c(=NC(=O)c2cc(C)no2)sc2cc3c(cc21)OCCO3 the results were PriA SSB inh -19.0.
Screening O=C(c1ccco1)N1CCc2ccc(NS(=O)(=O)c3ccc4c(c3)OCCO4)cc2C1 returned PriA SSB inh -10.0.
CCN(CC)c1ccc(C(=O)Nc2nc(-c3ccc(C)o3)cs2)cc1 was read as PriA SSB inh -9.0.
FC(F)(F)c1nc(N2CCOCC2)c2ccccc2n1 was read as PriA SSB inh -29.0.
COc1ccc(CCNc2nnc(Cc3ccc(F)cc3)c(=O)[nH]2)cc1OC was read as PriA SSB inh -5.0.
Screening Cc1ccc2oc(C(=O)NCCSc3c[nH]c4ccccc34)cc2n1 returned PriA SSB inh 9.0.
Screening Cc1cc(NC(=O)c2ccn(C)n2)n(-c2nc3ccc(F)cc3s2)n1 returned PriA SSB inh -10.0.
`CCN(CC)S(=O)(=O)c1ccc(NC(=O)CN2CCCCCC2)cc1` gave PriA SSB inh -15.0.
CSc1ccc(CNC(=O)CCc2nnc3c(N4CCCCC4)nc4ccccc4n23)cc1 was read as PriA SSB inh 9.0.
For Cc1cc(NC(=O)CSc2nncn2C)no1 the results were PriA SSB inh -4.0.
`COc1cccc(Cn2cnc3c(-c4ccccc4)csc3c2=O)c1` gave PriA SSB inh -11.0.
For CCOC(=O)N1CCN(S(=O)(=O)c2ccc(C(=O)N3CC(=O)Nc4ccccc43)cc2)CC1 the results were PriA SSB inh -15.0.
`COC(=O)C1CCN(C(=O)CNC(=O)CC23CC4CC(CC(C4)C2)C3)CC1` gave PriA SSB inh -13.0.
For CC(C)(C)c1ccc(NC(=O)N2C3C=CCC2CC3)cc1 (stereo not drawn) the results were PriA SSB inh 7.0.
`O=c1[nH]c2ccccc2c(-c2ccccc2)c1-c1cc(-c2ccccc2)c2cc(Cl)ccc2n1` gave PriA SSB inh -3.0.
Screening Cn1c(N2CCOCC2)c(C=NOC(=O)c2cccnc2Cl)c2ccccc21 returned PriA SSB inh 6.2.
CCOC(=O)c1c(C=O)oc2c(C)cc(OC(=O)c3ccc(S(=O)(=O)N(CC)CC)cc3)c(Br)c12 was read as PriA SSB inh -9.0.
For O=C(NN=Cc1cc2c(cc1[N+](=O)[O-])OCO2)c1cccs1 the results were PriA SSB inh -4.1.
`COc1ccc2ccccc2c1CCC(=O)O` gave PriA SSB inh -16.0.
For Cc1cc(N)n(C)n1 the results were PriA SSB inh -7.0.
For Cc1ccc2c(c1)N(C(=O)Cn1nc3ccc(SC(C)(C)C)nn3c1=O)CCO2 the results were PriA SSB inh -12.0&-9.0.
`CN(C)S(=O)(=O)c1ccc(C(=O)NCC#CCOc2cccc(C(F)(F)F)c2)cc1` gave PriA SSB inh -18.0.
For Cn1cnnc1S(=O)(=O)C1CCN(C(=O)NCCc2ccccc2)CC1 the results were PriA SSB inh -22.0.
Cc1ccc(-c2nc(S(=O)(=O)c3ccccc3)c(NCCCn3ccnc3)o2)cc1 was read as PriA SSB inh 13.0.
`Cc1c(Cl)cccc1NC(=O)COc1cccc2c1OC(C)(C)C2` gave PriA SSB inh -1.0.

From PubChem BioAssay

Only part of the results is shown; count on the stated rates, not on these rows.
